TcdB inh – TcdB glycohydrolase inhibition; inhibition, % at 9.99 µM; P18177; actives 0.24% (n = 350,000); AID 652162; TcdB glycohydrolase enzymatic assay, plate reader; in the data active = inhibition above about 10%
Target sequence (P18177 whole entry, looked up): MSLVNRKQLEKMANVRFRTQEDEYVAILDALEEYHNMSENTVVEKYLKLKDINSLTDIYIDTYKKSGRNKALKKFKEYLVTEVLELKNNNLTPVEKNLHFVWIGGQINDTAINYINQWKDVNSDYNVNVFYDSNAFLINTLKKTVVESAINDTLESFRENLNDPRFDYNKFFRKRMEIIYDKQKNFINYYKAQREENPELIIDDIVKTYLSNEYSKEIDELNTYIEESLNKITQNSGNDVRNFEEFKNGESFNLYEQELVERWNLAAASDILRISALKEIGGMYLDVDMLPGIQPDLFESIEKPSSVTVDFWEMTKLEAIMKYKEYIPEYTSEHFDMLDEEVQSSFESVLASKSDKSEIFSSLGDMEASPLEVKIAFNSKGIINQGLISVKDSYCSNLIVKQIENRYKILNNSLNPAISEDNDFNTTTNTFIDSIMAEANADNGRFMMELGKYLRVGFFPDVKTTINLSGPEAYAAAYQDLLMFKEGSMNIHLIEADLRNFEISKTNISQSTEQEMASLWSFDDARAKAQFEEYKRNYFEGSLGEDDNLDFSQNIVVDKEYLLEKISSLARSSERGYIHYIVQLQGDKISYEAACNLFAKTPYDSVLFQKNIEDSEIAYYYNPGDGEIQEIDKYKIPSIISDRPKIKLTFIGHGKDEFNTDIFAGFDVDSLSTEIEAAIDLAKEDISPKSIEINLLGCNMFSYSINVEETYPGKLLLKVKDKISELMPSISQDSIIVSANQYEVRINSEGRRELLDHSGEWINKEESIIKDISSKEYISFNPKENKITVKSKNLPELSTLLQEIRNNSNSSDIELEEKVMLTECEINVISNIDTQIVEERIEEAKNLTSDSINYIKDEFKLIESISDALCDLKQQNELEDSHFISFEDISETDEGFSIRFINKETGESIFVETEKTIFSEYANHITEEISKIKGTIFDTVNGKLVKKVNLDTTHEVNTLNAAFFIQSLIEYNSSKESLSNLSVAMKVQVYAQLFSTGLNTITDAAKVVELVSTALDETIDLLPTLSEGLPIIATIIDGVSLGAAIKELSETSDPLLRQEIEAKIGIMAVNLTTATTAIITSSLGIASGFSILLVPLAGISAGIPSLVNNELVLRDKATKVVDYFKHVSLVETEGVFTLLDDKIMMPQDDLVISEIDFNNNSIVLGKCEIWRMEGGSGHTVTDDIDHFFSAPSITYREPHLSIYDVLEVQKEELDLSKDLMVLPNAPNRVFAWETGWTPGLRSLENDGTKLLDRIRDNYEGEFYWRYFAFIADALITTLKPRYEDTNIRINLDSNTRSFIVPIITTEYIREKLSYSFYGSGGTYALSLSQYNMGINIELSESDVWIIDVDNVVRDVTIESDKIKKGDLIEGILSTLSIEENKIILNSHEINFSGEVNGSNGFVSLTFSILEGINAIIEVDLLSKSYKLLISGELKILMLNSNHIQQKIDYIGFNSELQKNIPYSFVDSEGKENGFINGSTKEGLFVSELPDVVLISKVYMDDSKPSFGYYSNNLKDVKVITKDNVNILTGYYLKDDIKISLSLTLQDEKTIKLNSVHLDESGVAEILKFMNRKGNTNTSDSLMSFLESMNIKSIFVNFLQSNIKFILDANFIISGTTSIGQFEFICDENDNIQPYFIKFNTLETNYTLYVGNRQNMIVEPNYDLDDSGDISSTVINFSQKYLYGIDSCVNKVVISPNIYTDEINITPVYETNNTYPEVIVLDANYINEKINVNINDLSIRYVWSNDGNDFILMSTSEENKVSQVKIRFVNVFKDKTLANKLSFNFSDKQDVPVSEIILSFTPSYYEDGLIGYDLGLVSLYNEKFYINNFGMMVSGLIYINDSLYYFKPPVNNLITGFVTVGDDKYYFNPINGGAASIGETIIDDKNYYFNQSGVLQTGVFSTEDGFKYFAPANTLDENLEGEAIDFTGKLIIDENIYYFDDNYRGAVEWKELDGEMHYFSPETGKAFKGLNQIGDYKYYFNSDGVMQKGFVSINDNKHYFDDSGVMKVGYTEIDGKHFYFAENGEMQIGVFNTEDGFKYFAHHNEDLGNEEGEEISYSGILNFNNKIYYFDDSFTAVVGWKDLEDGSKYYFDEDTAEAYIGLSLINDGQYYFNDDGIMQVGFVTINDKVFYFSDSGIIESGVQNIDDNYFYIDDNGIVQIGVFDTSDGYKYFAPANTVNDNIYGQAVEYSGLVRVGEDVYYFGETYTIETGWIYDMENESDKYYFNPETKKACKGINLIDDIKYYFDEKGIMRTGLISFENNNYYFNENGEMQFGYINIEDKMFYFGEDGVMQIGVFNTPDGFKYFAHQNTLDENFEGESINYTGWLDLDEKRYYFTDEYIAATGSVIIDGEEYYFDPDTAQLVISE
SSB-PriA inh – blocks PriA binding to SSB C-terminal tail. actives 0.6% (n = 430,000). AlphaScreen SSBct-PriA binding, biotinylated peptide. inhibition, % at 33 µM; in the data active = inhibition mostly above about 37%, no sharp cut-off; inactive = mostly below about 20%;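 note: plate controls were negative control peptide for no effect and reference peptide for full effect; strong numbers were not always called active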
Anthrax LF inh2 – anthrax lethal factor protease inhibition | P15917 | multiplex microsphere protease cleavage assay, LF | inhibition, % at 10 µM | actives 0.12% (n = 360,000) | AID 588501; in the data active = inhibition above about 30%; note: plate controls were buffer without enzyme for full effect and enzyme alone for no effect
Starred values were filed as active, the others as inactive; nt = no result given.

# | smiles | TcdB inh | SSB-PriA inh | Anthrax LF inh2
1 | COC(=O)[C@@]1(Cc2ccc(F)cc2)[C@H]2c3cc(C(=O)N4CCCC4)n(C[C@H](O)CO)c3C[C@H]2CN1C(=O)c1ccccc1 | -1.7 | nt | -6.6
2 | Fc1ccc(-c2nc3c(Cl)cc(C(F)(F)F)cn3c2Cc2ccccc2)cc1 | 1.6 | nt | 3.4
3 | CC(=O)C(=Cc1ccc(-c2ccccc2)cc1)C(=O)c1ccccc1 | 1.8 | nt | -7.4
4 | CCC(c1nnnn1-c1ccc2c(c1)OCCO2)N1CCc2ccccc2C1 (configuration not stated) | -0.3 | nt | -4.4
5 | COc1ccc(CN(C)C(=O)[C@H]2O[C@@H](n3cnc4c(N)ncnc43)[C@H](O)[C@@H]2O)cc1OC | 0.9 | nt | -1.9
6 | COc1cccc(-c2ccc(CN3C(C(C)C)C(=O)N(Cc4cn(CCC5OCCO5)nn4)CCS3(=O)=O)cc2)c1OC (configuration not stated) | -3.8 | nt | -1.8
7 | COC(=O)[C@]12CCCCC=C1N(CCC1=CCCCC1)C(=O)[C@H](CC(=O)NCc1cccc(C(F)(F)F)c1)C2 | 1.3 | nt | -2.1
8 | CC(C)(C)C(=O)c1c(N)[nH]c(C(=O)c2ccccc2)c1-c1ccccc1Br | 1.6 | nt | 0.7
9 | COc1ccc(Cc2c(-c3cccc(Br)c3)nc3cc(C)c(Br)c(C)n23)c(C)c1 | 2.0 | nt | 0.1
10 | C[C@@H]1Cc2[nH][nH]c(=O)c2[C@H](c2ccc(Cl)cc2)O1 | 1.1 | nt | -0.2
11 | COc1ccc(Cn2cc(CN3CC(N4CCN(C5CCN(C)CC5)CC4)CS3(=O)=O)nn2)cc1 (configuration not stated) | -2.3 | nt | 5.4
12 | Cc1cccc(C)c1NC(=O)C1(C)CCC(=O)N1CCOc1ccccc1 (configuration not stated) | -0.3 | nt | -0.5
13 | Cc1cc(C)cc(Cn2cc(CN3CC(N4CCSCC4)CS3(=O)=O)nn2)c1 (configuration not stated) | -0.6 | nt | -1.5
14 | C[C@@H](NC(=O)[C@@H]1CCCN1C(=O)[C@@H]1CCCN1C(=O)OC(C)(C)C)c1ccccc1 | 5.3 | nt | 3.4
15 | CC(C)C[C@H]1CN([C@@H](Cc2ccccc2)CN2CCC[C@H]2CN2C(=O)C(=O)NC[C@@H]2Cc2ccc(O)cc2)C(=O)C(=O)N1CCc1ccccc1 | 1.0 | nt | 6.2
16 | CC[C@@H]1Cc2[nH][nH]c(=O)c2[C@@H](c2ccc(Cl)cc2)O1 | 0.4 | nt | -0.2
17 | S=C(NCCc1ccccc1)N1Cc2ccc(Br)cc2-n2nncc2C1 | 0.8 | nt | -11.4
18 | CCCCN1CC(N2CCN(C3CCN(C)CC3)CC2)CS1(=O)=O (configuration not stated) | -0.3 | nt | -1.7
19 | COc1ccccc1-c1noc2c1C(=O)N(Cc1cn(-c3ccccc3)nn1)CC2 | -6.2 | nt | 0.2
20 | COc1ccc(-n2nnnc2C(CCSC)N2CCC(n3c(=O)[nH]c4ccccc43)CC2)cc1 (configuration not stated) | 2.0 | nt | -8.9
21 | CC1=C(C(=O)N2CCOCC2)CC(CC(=O)NC(c2ccccc2)c2ccccc2)C(=O)N1CCC1=CCCCC1 (configuration not stated) | 2.2 | nt | 3.3
22 | CSCCC(c1nnnn1C(C)(C)C)N1CCN(C/C=C/c2ccccc2)CC1 (configuration not stated) | -8.7 | nt | 6.2
23 | COc1ccc(-c2ccc3c(c2)CN(C(=S)NCCc2ccccc2)Cc2cnnn2-3)cc1 | 0.5 | nt | -5.3
24 | Nc1ncnc2c1ncn2[C@@H]1O[C@H](C(=O)Nc2ccc(C(=O)N3CCCCC3)cc2)[C@@H](O)[C@H]1O | 0.5 | nt | -11.3
25 | O=C1COc2ccccc2C(c2nc3ccccc3[nH]2)N1Cc1ccccc1 (configuration not stated) | 1.2 | nt | -1.2
26 | CC1=C(C(=O)N(C(C)C)C(C)C)CC(CC(=O)NCc2cccc3ccccc23)C(=O)N1CCC1=CCCCC1 (configuration not stated) | 1.5 | nt | 1.7
27 | CCOC(=O)c1cc2ccccc2n1C1CCN(C)CC1 | -1.2 | nt | -6.6
28 | CN(N=Nc1nc[nH]c1C(N)=O)C1CCCCC1 | 1.2 | nt | -6.0
29 | CNC(=O)C1CCC(=O)N1Cc1c[nH]c2ccccc12 (configuration not stated) | 0.7 | nt | 5.8
30 | CC(C)(C)C1CCN2CCCC(c3ccc([N+](=O)[O-])cc3)(C1)C21OCCO1 (configuration not stated) | -1.0 | nt | -8.6
31 | COC(=O)c1ccc2nc(-c3ccc(C)cc3)c(Cc3ccc(C)cc3)n2c1 | 0.6 | nt | 7.5
32 | CSc1cnn(CCC#N)c(=O)n1 | 0.6 | nt | -4.1
33 | COc1ccc(-c2sc3ccccc3c2-c2ccc(OC)cc2F)cc1 | 0.7 | nt | -0.9
34 | COCCCNC(=O)C[C@@H]1C[C@@]2(C(=O)OC)CCCCC=C2N(Cc2cccc3ccccc23)C1=O | 0.9 | nt | -4.8
35 | O=C(NC1CCCCC1)C1c2ccccc2OCC(=O)N1Cc1cccnc1 (configuration not stated) | 0.4 | nt | -9.1
36 | CCCCCc1c(-c2ccc(Cl)cc2)ncn1CCc1ccccc1OC | -0.3 | nt | -2.9
37 | COc1ccc(-c2nc3c4ccccc4ccn3c2Cc2ccccc2C(F)(F)F)cc1OC | 0.4 | nt | -5.0
38 | C[C@@H](NC(=O)[C@@H]1CCCN1C(=O)[C@@H]1CCCN1)c1ccccc1 | 0.8 | nt | -6.6
39 | O=C1NC[C@@H](CCCCN2CCN(CCc3ccc(O)cc3)C(=O)C2=O)N(Cc2ccccc2)C1=O | 4.8 | nt | 5.1
40 | O=C(NCc1cccnc1)OC1CC2CC1[C@H]1CCCCN1C2=O (some centres not stated) | -0.2 | nt | -6.6
41 | CC1=C(C(=O)N2CCCCCC2)CC(CC(=O)NC2CCCCC2)C(=O)N1CCC1=CCCCC1 (configuration not stated) | -0.3 | nt | -1.0
42 | CC(C)C[C@H]1CN(CCCC[C@@H]2CNC(=O)C(=O)N2CCc2ccccc2)C(=O)C(=O)N1CCc1ccccc1 | -1.5 | nt | -11.1
43 | CN(Cc1cn(Cc2ccccc2)nn1)C1CN(Cc2cn(Cc3ccccc3)nn2)S(=O)(=O)C1 (configuration not stated) | -0.3 | nt | 1.9
44 | Cc1cccc(C)c1NC(=O)C1c2ccccc2OCC(=O)N1CCc1c[nH]c2ccccc12 (configuration not stated) | 2.5 | nt | -7.6
45 | CCCc1c(-c2cccc(F)c2)ncn1Cc1ccccc1OC | -0.7 | nt | 6.0
46 | CCCc1nc2c3ccccc3ccn2c1CC1CCCCC1 | 1.0 | nt | 1.7
47 | O=C(CC[C@H]1O[C@@H](n2ccc(=O)[nH]c2=O)[C@H](O)[C@@H]1O)NCCc1c[nH]c2ccccc12 | -0.2 | nt | -0.2
48 | COc1cccc(C(=O)NCC[N+](C)(C)C)c1 | 1.0 | nt | -2.5
49 | O=S1(=O)CC(N2CCCC2)CN1Cc1cn(Cc2ccccc2)nn1 (configuration not stated) | -0.2 | nt | -3.6
50 | CCCCc1c(-c2ccccc2OC)ncn1CCc1ccc(Cl)cc1 | -5.2 | nt | -7.9
51 | O=C1NC[C@H](CCCCN2C[C@H](Cc3ccccc3)N(CCC3CCCCC3)C(=O)C2=O)N(CCC2CCCCC2)C1=O | 0.5 | nt | -0.5
52 | Cc1cccc(C)c1-n1nnnc1C1(C)CCC(=O)N1Cc1ccc(F)cc1 (configuration not stated) | 0.4 | nt | -0.5
53 | CCCCNC(=O)C[C@@H]1C[C@@]2(C(=O)OCC)CCCC=C2N(Cc2ccc3c(c2)OCO3)C1=O | 0.9 | nt | -4.0
54 | O=C(/C=C/[C@H]1O[C@@H](n2cnc3c(NC(=O)c4ccccc4)ncnc32)[C@H](O)[C@@H]1O)NCC(c1ccccc1)c1ccccc1 | 0.8 | nt | -10.5
55 | N#Cc1ccc(-c2nc3ccc(Br)cn3c2Cc2cccc(F)c2)cc1 | 1.5 | nt | 7.1
56 | O=C(/C=C/[C@H]1O[C@@H](n2cnc3c(NC(=O)c4ccccc4)ncnc32)[C@H](O)[C@@H]1O)NCc1ccco1 | 1.4 | nt | -2.3
57 | N#Cc1ccc(-c2nc3c4ccccc4ccn3c2Cc2ccccc2C(F)(F)F)cc1 | 1.1 | nt | 4.6
58 | Cn1ccc2c(N3CCOCC3)cc3c(c21)C1CCC3O1 (configuration not stated) | -5.2 | nt | -1.4
59 | O=c1[nH]c(=S)[nH]c2c1C(c1ccc(F)cc1)OC(CCc1ccccc1)C2 (configuration not stated) | -1.0 | nt | 2.4
60 | CCOC(=O)C1=CCN(S(=O)(=O)c2ccccc2F)C1c1cccc(Cl)c1 (configuration not stated) | 0.0 | nt | -5.2

Further compounds.
# | smiles | TcdB inh | SSB-PriA inh | Anthrax LF inh2
61 | CCOC(=O)[C@]12Cc3cc(Cl)ccc3[C@H]1N(Cc1ccccc1)C(=O)c1cc(OC)ccc12 | -0.7 | nt | -3.9
62 | C(=C\c1ccccc1)/CN1CCN(C(c2cc3ccccc3o2)c2nnnn2Cc2ccccc2)CC1 (configuration not stated) | 0.9 | nt | -3.2
63 | C#CCOc1ccc(CNC[C@H]2O[C@@H](n3ccc(=O)[nH]c3=O)[C@H](O)[C@@H]2O)cc1 | -0.4 | nt | -5.6
64 | COC(=O)[C@]12CCCCC=C1N(Cc1ccccc1)C(=O)[C@H](CC(=O)NCc1ccc(OC)c(OC)c1)C2 | 2.8 | nt | 1.6
65 | CCOC(=O)c1c(C)n(C)c2ccc(OCC(O)CNc3ccccc3F)cc12 (configuration not stated) | nt | -1.0 | nt
66 | CCCc1ccc(S(=O)(=O)NCCc2ccc(N(C)C)cc2)cc1 | nt | 0.0 | nt
67 | Cn1c(-c2ccccn2)nn(CCNC(=O)Cn2c(=O)oc3ccccc32)c1=O | nt | -4.0 | nt
68 | O=S(=O)(NN=Cc1c(F)cccc1Cl)c1ccccc1 | nt | -6.6 | nt
69 | Cc1cccc(C)c1NC(=O)Cn1cnc2c(sc3ncccc32)c1=O | nt | -14.0 | nt
70 | CCc1cccc(NC(=O)Cn2nc3c(cc2=O)CCCC3)c1 | nt | -1.0 | nt
71 | O=C(O)CC1C(=O)NCCN1C1Cc2ccccc2C1 (configuration not stated) | nt | -1.0 | nt
72 | COc1cccc(C2C(=C(O)c3ccc(C)cc3)C(=O)C(=O)N2Cc2ccco2)c1 (configuration not stated) | nt | 3.1 | nt
73 | O=C(COc1ccc(Cl)cc1Cl)NCCn1ncc2c(=O)n(Cc3ccccc3F)cnc21 | nt | 4.0 | nt
74 | Cc1ccccc1N1C(=O)CSC1=O | nt | 7.0 | nt
75 | CS(=O)(=O)N1CCCC1C(=O)Nc1nc(-c2ccccc2)c(-c2ccccc2)s1 (configuration not stated) | nt | -5.0 | nt
76 | O=C(NCCNc1cc(-n2cccc2)ncn1)c1c(F)cccc1Cl | nt | 7.0 | nt
77 | Cc1nc(-n2nc(-c3cccs3)cc2NC(=O)C(C)C)[nH]c(=O)c1C | nt | 1.0 | nt
78 | CC1(C)C(c2cccs2)=[N+]([O-])C2(CCCCCC2=NO)N1O (configuration not stated) | nt | -17.3 | nt
79 | Cc1noc(Cc2ccccc2NC(=O)CNC(=O)c2ccccc2)n1 | nt | -11.0 | nt
80 | CCC(C)NC(=O)c1ccc2c(=O)n(C)c3nnc(SCC(=O)Nc4ccc(OC)cc4)n3c2c1 (configuration not stated) | nt | -21.0 | nt
81 | COc1ccc(CCC(=O)Nc2cnoc2)cc1 | nt | 13.0 | nt
82 | COc1ccc2nc(N3CC(C(=O)Nc4cccc5nc(C)ccc45)C3)sc2c1 | nt | -9.0 | nt
83 | O=C(NCCC(c1ccccc1)c1ccccc1)C(=O)Nc1ccncc1 | nt | 47.0* | nt
84 | O=C(NCCn1nc(-c2cccnc2)ccc1=O)c1cc2ccccc2oc1=O | nt | -6.0 | nt
85 | Cn1nc(-c2ccccc2)cc1C(=O)N1CCSC(c2ccccc2F)CC1 (configuration not stated) | nt | -4.0 | nt
86 | O=C(NCCC1CCCCN1S(=O)(=O)c1ccc(F)cc1)C(=O)NCc1ccc2c(c1)OCO2 (configuration not stated) | nt | -6.0 | nt
87 | O=C(CSC1CCCC1)NCC(O)c1ccc(C(F)(F)F)cc1 (configuration not stated) | nt | 13.0 | nt

Source: PubChem BioAssay (several laboratories)

The list is partial, so the mix of outcomes need not match the whole.
